OX1R antag-1 = OX1R (human) antagonism; OX1R-expressing cells, FRET antagonist read-out; actives 1.8% (n = 330,000); inhibition, % at 6.6 µM; AID 485270; in the data active = inhibition mostly above about 38%, no sharp cut-off; inactive = mostly below about 40%;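 note: 0% = agonist challenge alone and 100% = reference antagonist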
Target sequence (O43613 whole entry, looked up): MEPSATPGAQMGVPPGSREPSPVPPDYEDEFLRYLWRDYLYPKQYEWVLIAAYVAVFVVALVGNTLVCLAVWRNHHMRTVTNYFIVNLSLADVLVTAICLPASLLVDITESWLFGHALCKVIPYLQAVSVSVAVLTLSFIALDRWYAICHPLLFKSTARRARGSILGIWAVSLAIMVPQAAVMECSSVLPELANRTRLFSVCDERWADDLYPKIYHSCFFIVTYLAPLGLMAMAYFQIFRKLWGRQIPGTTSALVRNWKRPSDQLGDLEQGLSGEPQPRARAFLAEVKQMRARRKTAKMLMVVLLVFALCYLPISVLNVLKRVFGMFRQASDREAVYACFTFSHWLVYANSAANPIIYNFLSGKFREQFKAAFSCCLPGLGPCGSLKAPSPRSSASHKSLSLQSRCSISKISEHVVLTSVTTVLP
CHT PAM = allosteric activators of human choline transporter CHT; Q9GZV3; CHT-expressing cells, membrane potential dye, choline EC20; active compounds read high; LV-AA mutant CHT in HEK293 cells; B-score at 10 µM; actives 0.49% (n = 310,000);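 active = initial fluorescence not abnormally high and integrated response B-score, plate-corrected, over 3 SD above library mean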
Target sequence (Q9GZV3 whole entry, looked up): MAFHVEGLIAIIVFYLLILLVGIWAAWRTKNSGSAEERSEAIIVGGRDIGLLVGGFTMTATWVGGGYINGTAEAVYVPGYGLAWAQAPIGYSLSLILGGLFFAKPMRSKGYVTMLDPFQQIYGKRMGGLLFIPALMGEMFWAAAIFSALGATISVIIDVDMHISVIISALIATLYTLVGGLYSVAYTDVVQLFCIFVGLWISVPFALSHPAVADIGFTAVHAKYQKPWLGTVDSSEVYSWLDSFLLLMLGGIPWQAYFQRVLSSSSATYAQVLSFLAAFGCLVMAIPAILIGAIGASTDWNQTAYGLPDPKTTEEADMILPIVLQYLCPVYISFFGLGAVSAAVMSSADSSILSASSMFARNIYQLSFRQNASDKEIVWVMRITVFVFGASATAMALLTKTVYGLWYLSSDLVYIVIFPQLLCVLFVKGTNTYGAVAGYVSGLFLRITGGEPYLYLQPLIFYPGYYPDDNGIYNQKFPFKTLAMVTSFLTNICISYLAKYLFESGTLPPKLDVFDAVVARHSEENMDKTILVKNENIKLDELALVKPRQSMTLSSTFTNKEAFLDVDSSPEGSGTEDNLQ
OX1R antag-2 = blocks the human orexin 1 receptor | CHO/OX1R cells, Fluo-8 calcium fluorescence, orexin A | AID 434989 | O43613 | actives 0.43% (n = 330,000) | inhibition, % at 5 µM;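 active = inhibition above its plate's threshold, mean inhibition of all tested compounds on the plate plus 3 SD, cut at about 37% in these data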;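 note: 0% = orexin A challenge wells and 100% = SB-334867-A antagonist wells; not every result past the cut was called active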
Active calls of the source: *; i = inactive; / = no result given.

1) CCCCc1cc(=O)oc2cc(C)cc(OCC(=O)Nc3cccnc3)c12
2) Cc1cc(C)n2nc(CC(=O)NCc3ccccc3Cl)nc2n1
3) CCCCCNS(=O)(=O)c1cc(C)ccc1OC
4) CCN(CC)S(=O)(=O)c1ccc(N2CCCC2)c(NC(=O)c2ccc(N3CCCC3=O)cc2)c1
5) O=C(Nc1cccc(Cl)c1)c1ccc(OC(=S)N2CCOCC2)cc1
6) COCCCn1c(SCC(=O)Nc2ccc(NC(C)=O)cc2)nc2sc3c(c2c1=O)CCC3
compound no.	1	2	3	4	5	6
CHT PAM	i	i	i	i	i	i
OX1R antag-1	3	-11	11	15	18	23
OX1R antag-2	-20	0	-24	-12	6	-29

7) CC(Oc1ccccc1F)C(=O)NNC(=O)CCNC(=O)c1ccco1 (centres undefined)
8) Cc1ccc(COc2ccccc2C(=S)N2CCCC2)cc1
9) CC(C)C(NC(=O)OCc1ccccc1)C(=O)N1CCOCCOCCOCC1 (centres undefined)
10) COc1cc(SC#N)ccc1N=Cc1c(C)[nH]n(-c2ccc(C)cc2C)c1=O
11) COc1ccc(NS(=O)(=O)c2ccc(NC(C)=O)cc2)c(OC)c1
12) O=C(Nc1ccccc1N1CCCC1)C1CCN(C(=O)c2ccc(F)cc2)CC1
compound no.	7	8	9	10	11	12
CHT PAM	i	i	i	i	i	i
OX1R antag-1	0	8	4	18	24	17
OX1R antag-2	-1	-40	-5	-6	3	-7

13) CCOc1ccc(-n2c(SCC(=O)NCc3ccco3)nc3ccccc3c2=O)cc1
14) Cc1cc(C)c(NC(=O)CS(=O)CC(=O)N2CCN(c3cccc(C)c3C)CC2)c(C)c1 (centres undefined)
15) Cc1cccc2cc(C(c3nnnn3Cc3ccccc3)N3CCN(C)CC3)c(=O)[nH]c12 (centres undefined)
16) O=C(CCn1c(=O)oc2ccccc21)Nc1cccc([N+](=O)[O-])c1
17) Nc1ccccc1-c1nnc(SCC(=O)Nc2ccccc2OC(F)F)[nH]c1=O
18) CCOc1ccc(NC(=O)NNC(=O)c2ccc3ccccc3c2O)cc1
compound no.	13	14	15	16	17	18
CHT PAM	i	i	i	i	/	i
OX1R antag-1	5	10	13	40	12	33
OX1R antag-2	-33	-36	-23	-3	6	3

19) O=C(CSCc1ccccc1)NNc1c(F)c(F)cc(F)c1F
20) CC(=O)Nc1sc(C)c(C)c1C(=O)OCC(=O)NCc1ccc(Cl)cc1
21) CCS(=O)(=O)N1CCC(C(=O)OCC(=O)c2ccc(Br)cc2)CC1
22) O=C(c1ccccc1)c1ccc(OCC(O)CN2CCN(Cc3ccccc3)CC2)cc1 (centres undefined)
23) O=C(OCC(=O)N1CCC(Cc2ccccc2)CC1)c1ccccc1O
24) CCOC(=O)N1CCN(C(=O)CSc2ccc3nnc(-c4ccccn4)n3n2)CC1
compound no.	19	20	21	22	23	24
CHT PAM	i	/	i	i	/	i
OX1R antag-1	2	3	12	10	10	11
OX1R antag-2	-19	-22	-31	-17	-4	-4

25) CN(C)S(=O)(=O)c1ccc(C(=O)NNC(=O)C2COc3ccccc3O2)cc1 (centres undefined)
26) Cc1ccc(C)c(-c2csc(N/N=C/c3ccco3)n2)c1
27) COc1ccccc1NC(=O)c1ccc2c(c1)C(=O)N(c1ccccc1OC)C2=O
28) OC(c1ccccc1)(c1ccccc1)c1ncc[nH]1
29) O=C(O)c1ccc(-c2ccc(/C=c3/sc4nc5ccccc5n4c3=O)o2)cc1Cl
30) CCCCC/C=C/C1=CC(=O)C[C@H](c2ccc(OC)c(OC)c2)C1
compound no.	25	26	27	28	29	30
CHT PAM	i	i	i	i	i	/
OX1R antag-1	11	7	-4	15	-8	9
OX1R antag-2	-14	-20	-16	-11	-6	-19

19 structures already listed, sorted by molecular weight, rising:
28) OC(c1ccccc1)(c1ccccc1)c1ncc[nH]1
26) Cc1ccc(C)c(-c2csc(N/N=C/c3ccco3)n2)c1
16) O=C(CCn1c(=O)oc2ccccc21)Nc1cccc([N+](=O)[O-])c1
30) CCCCC/C=C/C1=CC(=O)C[C@H](c2ccc(OC)c(OC)c2)C1
19) O=C(CSCc1ccccc1)NNc1c(F)c(F)cc(F)c1F
11) COc1ccc(NS(=O)(=O)c2ccc(NC(C)=O)cc2)c(OC)c1
23) O=C(OCC(=O)N1CCC(Cc2ccccc2)CC1)c1ccccc1O
18) CCOc1ccc(NC(=O)NNC(=O)c2ccc3ccccc3c2O)cc1
compound no.	28	26	16	30	19	11	23	18
CHT PAM	i	i	i	/	i	i	/	i
OX1R antag-1	15	7	40	9	2	24	10	33
OX1R antag-2	-11	-20	-3	-19	-19	3	-4	3

20) CC(=O)Nc1sc(C)c(C)c1C(=O)OCC(=O)NCc1ccc(Cl)cc1
27) COc1ccccc1NC(=O)c1ccc2c(c1)C(=O)N(c1ccccc1OC)C2=O
25) CN(C)S(=O)(=O)c1ccc(C(=O)NNC(=O)C2COc3ccccc3O2)cc1 (centres undefined)
9) CC(C)C(NC(=O)OCc1ccccc1)C(=O)N1CCOCCOCCOCC1 (centres undefined)
21) CCS(=O)(=O)N1CCC(C(=O)OCC(=O)c2ccc(Br)cc2)CC1
29) O=C(O)c1ccc(-c2ccc(/C=c3/sc4nc5ccccc5n4c3=O)o2)cc1Cl
24) CCOC(=O)N1CCN(C(=O)CSc2ccc3nnc(-c4ccccn4)n3n2)CC1
15) Cc1cccc2cc(C(c3nnnn3Cc3ccccc3)N3CCN(C)CC3)c(=O)[nH]c12 (centres undefined)
compound no.	20	27	25	9	21	29	24	15
CHT PAM	/	i	i	i	i	i	i	i
OX1R antag-1	3	-4	11	4	12	-8	11	13
OX1R antag-2	-22	-16	-14	-5	-31	-6	-4	-23

22) O=C(c1ccccc1)c1ccc(OCC(O)CN2CCN(Cc3ccccc3)CC2)cc1 (centres undefined)
13) CCOc1ccc(-n2c(SCC(=O)NCc3ccco3)nc3ccccc3c2=O)cc1
14) Cc1cc(C)c(NC(=O)CS(=O)CC(=O)N2CCN(c3cccc(C)c3C)CC2)c(C)c1 (centres undefined)
compound no.	22	13	14
CHT PAM	i	i	i
OX1R antag-1	10	5	10
OX1R antag-2	-17	-33	-36

Additional compounds
31) O=C(C[C@H]1C[C@H](C(=O)N2CCOCC2)[C@@]2(CCC3CCCC3)c3[nH]c4ccc(Cl)cc4c3CCN2C1=O)NCC12CC3CC(CC(C3)C1)C2
32) Cc1cc(C)c(C(=O)N(C)CC2CCCN(CCc3ccccc3F)C2)o1 (centres undefined)
33) CCCc1cc(C(=O)Nc2ccc(CC)cc2)no1
34) O=S(=O)(Nc1cccc(-c2ccc(N3CCOCC3)nn2)c1)c1ccc(Cl)c(Cl)c1
35) NNC(=O)c1sc2cc(C(F)(F)F)cnc2c1-c1ccccn1
36) CC(=O)Nc1c(NC(C)(C)C)c2ccccc2oc1=O
compound no.	31	32	33	34	35	36
CHT PAM	/	i	i	i	i	i
OX1R antag-1	6	6	28	15	21	3
OX1R antag-2	-4	-30	-26	-16	-42	-10

37) C[N+](C)(C)CCNC(=O)c1c(O)c2c([nH]c1=O)CCCC2
38) C/C(CS(=O)(=O)c1ccc(Cl)c(Cl)c1)=N/NC(N)=S
39) Cc1cccc(NC(=O)COC(=O)c2ccc(C)c(S(=O)(=O)N3CCCCC3)c2)c1
40) NC(=O)C1CCCN(Cc2ccc3ccccc3c2)C1 (centres undefined)
41) CCN(CC)CCCNC1=C(Cl)C(=O)c2ccccc2C1=O
42) Cc1cc(C)c2cc(CNC3CCCC3)c(Cl)nc2c1
compound no.	37	38	39	40	41	42
CHT PAM	i	i	/	i	i	i
OX1R antag-1	14	14	14	10	86*	7
OX1R antag-2	-5	-14	-20	-13	-11	-6

43) Cc1cccc(C(=O)N[C@H](C(=O)Nc2ncc(C)s2)C(C)C)c1
44) CCC(C)c1ccccc1N1CC(C(=O)Nc2ccc(N3CCOCC3)cc2)CC1=O (centres undefined)
45) Cc1ccc(N(C)C(=O)CCS(=O)(=O)c2cc3c(cc2Cl)NC(=O)CO3)cc1
46) Cc1c(C(=O)N(C)c2ccccc2)oc2c1C(O)CC(C)(C)C2 (centres undefined)
47) O=C(COC(=O)C1CC2C=CC1C2)Nc1ccccc1[N+](=O)[O-] (centres undefined)
48) NCCCCc1cn(CC(=O)N2CCNCC2)nn1
compound no.	43	44	45	46	47	48
CHT PAM	i	/	i	i	/	i
OX1R antag-1	41	3	1	10	11	1
OX1R antag-2	-26	-2	-4	2	-9	-2

49) Cc1cccc(OCCCn2ccnc2)c1
50) COc1cc(C(=O)NNC(=S)NC(=O)/C=C/c2ccccc2)cc(OC)c1OC
51) COc1cccc(C(=O)Nc2cc3c(cc2Cl)OCCCO3)c1
52) Cc1ccc(-c2ccc(/C=N/NC(N)=S)o2)cc1
53) COC(=O)Cc1ccc(NC(=S)N2CCC(Cc3ccccc3)CC2)cc1
54) COc1cc(/C=C2/C(=N)N3C=CSC3=NC2=O)ccc1OCCCOc1ccccc1C
compound no.	49	50	51	52	53	54
CHT PAM	i	i	i	i	i	i
OX1R antag-1	20	2	27	15	4	8
OX1R antag-2	-3	-15	-13	-28	-26	-8

55) O=C(NCCCN1CCOCC1)c1ccco1
56) COc1cc(-c2n[nH]c(=S)n2-c2ccccc2C(F)(F)F)cc(OC)c1OC
57) COc1ccccc1N1C(=O)[C@@H]2C(C(=O)CN3C(=O)c4ccccc4C3=O)=NN[C@@H]2C1=O
58) CN(C)CCN(C(=O)c1ccc(S(=O)(=O)N(C)c2ccccc2)cc1)c1nc2cc3c(cc2s1)OCO3
59) O=C(NN=Cc1ccccc1C(=O)O)c1cccc(S(=O)(=O)Nc2cccc(C(F)(F)F)c2)c1
60) CCOc1ccc(NC(=O)c2ccc3c(c2)N(Cc2ccc(F)cc2)C(=O)CS3=O)cc1 (centres undefined)
compound no.	55	56	57	58	59	60
CHT PAM	i	i	i	i	/	i
OX1R antag-1	3	6	5	27	9	13
OX1R antag-2	-2	-29	-21	-5	1	-17

61) O=C(CCCc1nc(-c2ccc(Cl)cc2)no1)N1CCOCC1
62) COc1cc(/C=C/C(=O)O)cc(OC)c1O
63) Fc1c(F)c(C(F)(F)F)c(F)c(F)c1N1CCN(c2ccc3nnc(C(F)(F)F)n3n2)CC1
64) O=C(c1cc2n(n1)C(C(F)(F)F)CC(c1ccc(F)cc1)N2)N1CCCC1 (centres undefined)
65) N=C1C(c2nc3ccccc3s2)=C(O)CN1C1CCC(O)CC1 (centres undefined)
66) COc1ccc(S(=O)(=O)N(CC(=O)NCC2CCCO2)C2CCCCC2)cc1OC (centres undefined)
compound no.	61	62	63	64	65	66
CHT PAM	i	i	i	i	i	i
OX1R antag-1	9	10	18	12	7	6
OX1R antag-2	-7	7	-1	-31	-2	1

67) COC(=O)c1cc(OC)c(OC)c(OC)c1NC(=O)c1ccc(S(=O)(=O)N(C)C)cc1
68) CCn1c(SCC(=O)N2CCOCC2)nc2c(c1=O)SC(C)C2 (centres undefined)
69) COc1ccccc1NC(=O)CSc1nnc(-c2ccccn2)o1
70) Nc1ncnc2nc(SCCN3CCCCC3)[nH]c12
71) CCOc1ccc(C(OC(=O)c2ccco2)C(=O)NCc2ccc(C)cc2)cc1 (centres undefined)
72) CCOc1cc(/C=C2\N=C(C)OC2=O)cc(Br)c1OCCc1ccccc1
compound no.	67	68	69	70	71	72
CHT PAM	i	i	i	i	i	i
OX1R antag-1	-1	21	12	-3	21	19
OX1R antag-2	0	-11	-16	-9	-20	-32

Entries of single compounds, looked up by structure. Order of screens: CHT PAM, OX1R antag-1, OX1R antag-2
COc1cc(SC#N)ccc1N=Cc1c(C)[nH]n(-c2ccc(C)cc2C)c1=O is listed with i, 18, -6
COc1ccccc1N1C(=O)[C@@H]2C(C(=O)CN3C(=O)c4ccccc4C3=O)=NN[C@@H]2C1=O is listed with i, 5, -21

Continuation.
73) O=C(Nn1c(O)c(C=C2N=c3ccccc3=N2)sc1=S)c1ccc(Cl)cc1
74) CC1=C(C(=O)N(C)CCC#N)C2(CCCCC2)OC1=O
75) Cc1cccc(OCc2nnc(-c3ccc(F)cc3)o2)c1
76) CCc1ccccc1N1CCN(S(=O)(=O)c2cc(OC)ccc2OC)CC1
77) O=C(NC1CC2CCCC(C1)N2C(=O)Nc1ccccc1)C1CC1 (centres undefined)
78) Cc1cc(C)n2nc(C(=O)OCC(=O)c3cc(C)n(C)c3C)nc2n1
compound no.	73	74	75	76	77	78
CHT PAM	i	i	/	i	i	i
OX1R antag-1	8	11	4	23	28	16
OX1R antag-2	-9	-8	9	-19	-7	3

79) C=C(C)CN1C(=O)C2(OCCO2)c2cc(Br)ccc21
80) COC(=O)C1=C(C)NC(C)=C(C(=O)OC)C1C(=O)OCc1nc2cc(C(=O)OC)ccc2c(=O)[nH]1
81) CCOc1ccc(C2c3[nH]c4ccccc4c3CCN2C(=O)Cn2cncn2)cc1 (centres undefined)
82) COc1cc(NC(=O)Nc2cccc(Cl)c2)c(OC)cc1NC(=O)CN1CCCCC1
83) N#Cc1ccc(OC(=O)Cc2ccsc2)cc1
84) O=C(NCc1ccco1)C(=O)NCC1OCCN1S(=O)(=O)c1ccc(F)cc1 (centres undefined)
85) COc1cc2c(cc1OC)CN(C(=O)c1cc(S(=O)(=O)N3CCOCC3)ccc1C)CC2
86) O=C(/C=C/c1ccccc1)OCN1C(=O)c2ccccc2C1=O
compound no.	79	80	81	82	83	84	85	86
CHT PAM	i	i	i	i	i	i	i	i
OX1R antag-1	5	4	23	8	16	-5	16	-1
OX1R antag-2	-7	-19	-13	-31	4	-11	-24	-19
